PKM2 activator: PKM2 (human) enzyme activation | 260,000 compounds, 0.34% hits | Potency, µM (highest dose often 57.5 µM), inactives show at the highest dose activation, hits mostly activators | P14618 | purified PKM2, Kinase-Glo ATP luminescence, activation; response scale: 0% is enzyme alone, no compound | AID 1631; note: potency is the fitted concentration of half-maximal effect; % is set by controls: 0 for no effect and ±100 for the full control effect; nearly all actives have a fitted effect of over 55% in size
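hPK-M2, >95% pure; 0.1 mM ADP / 0.5 mM PEP final; imidazole pH7.2 buffer w/ 7 mM MgCl2, 50 mM KCl; 1 h RT; Kinase-Glo lum. Intermediate enzyme activity for dual inhibitor/activator qHTS.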
TSHR antag: human thyrotropin receptor antagonism; P16473; TSHR-expressing cells, TSH-stimulated cAMP HTRF, 2 h; stronger effect = lower value; activity change, negative = inhibition, % at 11.5 µM; 330,000 compounds, 0.2% hits;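 active = activity change below a set negative limit, meaning inhibition stronger than a set level, cut at about -70% in these data; inconclusive = activity change between two set negative limits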; note: % is set by controls: 0 for no effect and ±100 for the full control effect
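TSHR-expressing cells were treated with compounds, then stimulated with TSH at EC80 (4nM final) for 2 hours at 37 deg C. Cellular cAMP was measured by HTRF competition between lysate cAMP and cAMP-d2 for a cryptate-labelled anti-cAMP antibody.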
Mito fusion yeast: blocks mitochondrial division or promotes mitochondrial fusion; 320,000 compounds, 0.23% hits; S. cerevisiae fusion-defective mutant growth rescue, CellTiterGlo 48 h; Potency, µM (titrated, usually from 46.1 µM), for the others: top-dose growth rescue (activation), hits mostly activators;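 note: potency is the fitted concentration of half-maximal effect; % of control where 0% means no effect; nearly all actives have a fitted effect of over 45% in size; temperature-sensitive fusion mutants such as fzo1-1 at 37 °C on non-fermentable ethanol glycerol medium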
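Growth-rescue viability read-out: after 48 h at the non-permissive 37C in glycerol/ethanol YPEG, yeast mitochondrial fusion mutants are measured by CellTiterGlo luminescence; compounds (23 nl pinned per well) restoring growth score as division inhibitors or fusion activators.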
USP2a block: inhibitors of human ubiquitin-specific protease USP2a; O75604; USP2 core, Ub-CHOP2 coupled fluorogenic reporter, 485/531; Potency, µM (top dose mostly 38.3 µM), for inactives: at the top dose activity change, negative = inhibition, hits mostly inhibitors; 330,000 compounds, 0.01% hits; AID 463254;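 note: potency is the fitted concentration of half-maximal effect; plate controls were DMSO wells for no effect and full inhibition by NEM control for full effect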
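Deubiquitinase activity read as fluorescence (485/531 nm) after Ub-CHOP2 cleavage activates the enterokinase reporter on its substrate; USP2 core 10nM, Ub-CHOP2 and substrate 25nM each, 30min compound preincubation then 60min RT; data normalized to NEM, curves fitted.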
BCR signal inh: blocks chronic active B-cell receptor signaling; Potency, µM (series often up to 46.1 µM), for inactives: top-dose ratio change, negative = lower green/red ratio, actives largely listed as inhibitors; ABC-DLBCL IkBa-CBG/CBR reporter, luminescence ratio, 4 h; 340,000 compounds, 0.05% hits; active = well fitted inhibition curve with a large enough effect in the signal ratio, with a control signal flat, not every such curve was filed as active; inconclusive = small, poorly fitted or top-dose-only effect, or effect the other way, or a change in a side signal; the % refers to the signal ratio;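 note: potency is the fitted concentration of half-maximal effect; plate controls were basal doxycycline-induced cells for no effect and cells given 10 µM MG132 for full effect; MG132 reads +100%, hits lower the ratio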
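Concentration-response series (up to 46 uM) were applied to TMD8 dual-reporter cells for 4 h at 37C with doxycycline. Green/red ratio, after filter-overlap correction, defined %Activity; red signal alone was normalised to basal cells and zero luminescence.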
KCNH2 WT inh: blocks the wildtype human KCNH2 potassium channel; activity change, % at 1.84 µM; 340,000 compounds, 0.37% hits; Q12809; U2OS, BacMam KCNH2, thallium flux FluxOr; stronger effect = lower value;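 active = maximum activity change below -70%; inconclusive = maximum activity change between -70% and -50%; inactive = maximum activity change above -50%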; note: % is set by controls: 0 for no effect and ±100 for the full control effect
Target sequence (Q12809 whole entry, looked up): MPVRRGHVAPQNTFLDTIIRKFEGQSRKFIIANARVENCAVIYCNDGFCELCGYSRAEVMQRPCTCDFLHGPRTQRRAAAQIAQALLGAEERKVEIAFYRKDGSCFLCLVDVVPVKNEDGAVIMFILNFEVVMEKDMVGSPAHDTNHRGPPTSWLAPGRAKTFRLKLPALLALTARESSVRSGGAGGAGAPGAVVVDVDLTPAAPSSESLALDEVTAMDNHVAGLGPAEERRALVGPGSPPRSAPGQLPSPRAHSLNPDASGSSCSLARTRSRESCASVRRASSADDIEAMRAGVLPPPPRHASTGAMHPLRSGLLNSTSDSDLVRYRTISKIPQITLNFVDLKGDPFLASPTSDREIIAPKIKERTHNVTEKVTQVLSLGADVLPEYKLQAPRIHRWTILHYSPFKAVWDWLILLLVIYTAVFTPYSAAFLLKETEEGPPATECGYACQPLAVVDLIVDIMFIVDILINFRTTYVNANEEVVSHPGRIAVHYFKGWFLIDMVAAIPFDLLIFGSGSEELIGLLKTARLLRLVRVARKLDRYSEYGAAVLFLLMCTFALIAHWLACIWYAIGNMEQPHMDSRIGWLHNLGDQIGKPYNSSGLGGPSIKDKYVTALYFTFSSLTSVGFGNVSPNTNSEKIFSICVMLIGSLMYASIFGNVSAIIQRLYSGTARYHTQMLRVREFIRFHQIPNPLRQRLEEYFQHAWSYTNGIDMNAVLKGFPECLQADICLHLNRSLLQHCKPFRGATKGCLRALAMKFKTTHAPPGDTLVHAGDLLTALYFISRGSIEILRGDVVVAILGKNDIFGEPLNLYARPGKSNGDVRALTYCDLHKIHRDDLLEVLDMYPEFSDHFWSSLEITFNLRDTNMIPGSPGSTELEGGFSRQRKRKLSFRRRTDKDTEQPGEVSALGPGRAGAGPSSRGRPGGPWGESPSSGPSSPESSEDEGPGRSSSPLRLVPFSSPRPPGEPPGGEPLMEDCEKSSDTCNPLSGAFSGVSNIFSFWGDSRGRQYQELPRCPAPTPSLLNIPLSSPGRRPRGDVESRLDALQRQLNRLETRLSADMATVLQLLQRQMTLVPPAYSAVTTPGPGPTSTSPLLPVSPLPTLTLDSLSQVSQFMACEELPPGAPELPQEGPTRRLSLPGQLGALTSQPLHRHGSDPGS
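U2OS cells transduced with wild-type KCNH2 virus are loaded with FluxOr dye for 45 min, and thallium flux is measured in kinetic reads before and after stimulation buffer. Rate constants are normalized to DMSO controls.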
ASM inhibitor: human S-ASM enzyme inhibition. placental ASM, HMU-PC fluorogenic substrate, 60 min. Potency, µM (titrated, usually from 57.5 µM), for the others: at the highest dose activity change, negative = inhibition, most hits filed as inhibitors. AID 504937. P17405. 340,000 compounds, 0.006% hits; note: potency is the fitted concentration of half-maximal effect
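Human placenta-derived ASM preincubated with compound 10 min at room temperature, then reacted with 9 uM (final) fluorogenic HMU-PC substrate for 60 min at 37 C. Stop solution raises pH to 10; fluorescence read at Ex 386/Em 447 nm.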
Menin MLL FP TR: inhibitors of human menin-MLL interaction, mutant MLL peptide | 270,000 compounds, 0.23% hits | Menin + Texas Red MLL mutant peptide, fluorescence polarization | Potency, µM (titrated, usually from 61.6 µM), for the others: at the highest dose FP activity change, negative = inhibition, hits mostly inhibitors | O00255 | AID 1768; active = well fitted inhibition curve with a large enough effect in the polarisation, with a control signal flat, not every such curve was filed as active; inconclusive = small, poorly fitted or top-dose-only effect, or effect the other way, or a change in a side signal; inactive = no such curve, though single readings can be large or run the other way; the % refers to the polarisation; note: potency is the fitted concentration of half-maximal effect; % of control where 0% means no effect; many of its hits are not listed in these tables
Eya2 phos inh: Eya2 (human) phosphatase inhibition | 330,000 compounds, 0.006% hits | Potency, µM (top dose mostly 76.9 µM), without a hit: at the top dose activity, negative = inhibition, actives largely listed as inhibitors | O00167 | recombinant Eya2, OMFP fluorescence dephosphorylation (OMFP is methylfluorescein phosphate); note: potency is the fitted concentration of half-maximal effect; % is set by controls: 0 for no effect and ±100 for the full control effect
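Eya2 protein (added as 0.2 uM solution) was preincubated with compound for 10 min at ambient temperature in 50 mM HEPES pH 7.5, 50 mM NaCl, 5 uM MgCl2, 0.05% BSA, 1 mM DTT. OMFP (added at 50 uM) then reacted 10 min; fluorescence read at 485/525 nm.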
MBNL1-CUG inh: inhibitors of human MBNL1 binding to CUG repeat RNA. Q9NR56. TR-FRET MBNL1-His/biotin-(CUG)12 binding, 665/545 ratio. Potency, µM (titrated, usually from 57.5 µM), without a hit: at the top dose activity change, negative = inhibition, usual class: inhibitors. 280,000 compounds, 0.036% hits. AID 2675; active = well fitted inhibition curve with a large enough effect in the signal ratio, with a control signal flat, not every such curve was filed as active; inconclusive = small, poorly fitted or top-dose-only effect, or effect the other way, or a change in a side signal; inactive = no such curve, though single readings can be large or run the other way; the % refers to the signal ratio; note: potency is the fitted concentration of half-maximal effect; % is set by controls: 0 for no effect and ±100 for the full control effect
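Compound titration spanned 92 nM–58 uM against the MBNL1-His/biotin-(CUG)12 complex. After 60 min at room temperature with 5 nM streptavidin-XL665 and 0.055 ng/ul terbium anti-His, ratiometric 665/545 nm emission (Ex 340 nm) normalized to controls.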
GALK inh: inhibitors of human galactokinase. AID 1868. Purified GALK, Kinase-Glo residual ATP luminescence. Potency, µM (top dose mostly 57.5 µM), without a hit: top-dose activity change, negative = inhibition, actives largely listed as inhibitors. 270,000 compounds, 0.007% hits; note: potency is the fitted concentration of half-maximal effect; % is set by controls: 0 for no effect and ±100 for the full control effect
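Human GALK (5 nM) with 35 uM ATP and 100 uM galactose in 20 mM HEPES pH 8.0, 5 mM MgCl2, 60 mM NaCl, 1 mM DTT, 0.01% BSA. After 1 h at room temperature, leftover ATP was read by Kinase-Glo Plus luminescence.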
The depositor's hits bear a star; u = inconclusive; x = no result given; [ ] = dose if it differs, or a comment. Unless noted, calls come from the whole dose curve; as a rule, active = well fitted curve in the direction sought with a large enough effect; inconclusive = small, poorly fitted or top-dose-only effect, or another doubt; inactive = no such curve, though single readings can be large; an effect the other way counts as inactive or inconclusive. A portion of the library; rates above refer to the full screens.

SMILES	PKM2 activator	TSHR antag	Mito fusion yeast	USP2a block	BCR signal inh	KCNH2 WT inh	ASM inhibitor	Menin MLL FP TR	Eya2 phos inh	MBNL1-CUG inh	GALK inh
S=C(Nc1ccc(Cl)cc1)Nc1ccc2cn[nH]c2c1	0%	10	-8%	1%	2%	4	-7%	u	1%	-4%	-1%
OC(COC(c1ccc(Cl)cc1)c1ccc(Cl)cc1)CN1CCc2ccccc2C1 (configuration not stated)	-2%	-7	-21%	-1%	u	-71*	-24%	-11%	-6%	7%	0%
CCN(c1ccccc1)S(=O)(=O)c1ccc(Cl)c(NC(=O)COC(=O)c2ccc(Cl)c(N)c2)c1	0%	-8	0%	3%	1%	3	-1%	-17%	-4%	x	4%
CCN(CC)S(=O)(=O)c1cccc(C(=O)NNC(=O)C2=NN(c3ccccc3)C(=O)CC2)c1	21%[0.46 µM]	-11	-6%	-1%	-2%	3	0%	7%	-18%	2%	1%
CCCCNC(=O)Nc1nnc(-c2ccc(OCC)cc2)o1	-4%	-1	-3%	5%	-12%	-4	0%	2%	14%	-2%	-2%
COCCN(C(=S)Nc1cccc(C)c1)C(C)c1cccnc1 (configuration not stated)	4%	1	2%	8%	1%	0	3%	9%	10%	-1%	-1%
COc1cc(C(=O)NCc2nnc(SCC(=O)NC3CCCCC3)o2)cc(OC)c1OC	x	-11	1%	0%	0%	0	-1%	x	-20%	4%	1%
O=C(NNC(=O)c1cc(F)c(F)cc1Cl)c1ccc(NS(=O)(=O)c2cccs2)cc1	x	77	-3%	2%	-5%	4	1%	x	1%	x	x
CC(=O)COc1ccc2c(-c3ccccc3)cc(=O)oc2c1C	-2%	-7	24%	-1%	-16%	8	3%	-1%	2%	u	1%
CCOC(=O)c1cc(-c2ccccc2)sc1NC(=O)c1cc(OC)c(OC)c(OC)c1	-19%	13	-5%	2%	u	-9	439%[activator]	5%	1%	x	0%
OCCCN1CCN(CCCOc2ccccc2-c2ccccc2)CC1	-3%	17	-3%	1%	-2%	43	-1%	-10%	-2%	-7%	-1%
O=C(Cc1ccccn1)Nc1ccccc1	2%	6	3%	-2%	u	-3	2%	3%	15%	9%	4%
O=C(CN1C(=O)c2cccc3cccc1c23)NCc1ccc2c(c1)OCO2	2%	-10	2%	2%	-3%	10	29%	11%	1%	u	2%
CCN(CC)C(=O)c1ccc(S(=O)(=O)Cc2ccc(C)cc2)c([N+](=O)[O-])c1	x	2	-38%[inhibitor]	1%	u	11	4%	-15%	1%	u	8%
COc1ccc(NC2CS(=O)(=O)CC2OC(=O)c2ccc(F)cc2)cc1 (configuration not stated)	0%	1	2%	0%	-1%	-8	-1%	-13%	19%	-1%	3%
Cc1cc(C)n(-c2cc(N3CCN(C(=O)c4cccc(F)c4)CC3)ccc2[N+](=O)[O-])n1	-20%	37	7%	-4%	-9%	3	-12%	-8%	-23%	u	x
CN(/N=C/c1cc(Br)cc(Br)c1O)c1ccccc1	x	-2	-1%	-3%	-12%	-3	0%	u	-4%	-7%	-1%
CCc1ccc(/C=C2\SC(=S)N(CCC(=O)N3CCN(C)CC3)C2=O)cc1	-3%	-7	-1%	3%	u	-9	-19%	-18%	-2%	24%	1%
CCN(CC)CCCNC(=O)CN1C(=O)CSc2ccc(S(=O)(=O)N3CCOCC3)cc21	9%	28	-7%	4%	2%	0	2%	6%	-4%	u	x
COCCN(C(=O)CSCC(=O)Nc1cccc(C)c1)c1c(N)n(Cc2ccccc2)c(=O)[nH]c1=O	x	-4	2%	1%	8%	15	6%	x	-13%	x	x
O=CNCc1nc2ccccc2n1CCCc1ccccc1	-1%[11.5 µM]	-4	-1%	0%	5%	15	-9%	7%	-8%	1%	-1%
CCOC(=O)C1=NOC(CNC(=O)C2=NOC(CNC(=O)c3c(-c4ccccc4Cl)noc3C)C2)C1 (configuration not stated)	0%	11	1%	-1%	-15%	-1	2%	x	9%	4%	0%
COC(=O)C1=C(N)Oc2cc(C)n(CC3CCCO3)c(=O)c2C1c1ccc(Cl)c(Cl)c1 (configuration not stated)	0%	-18	19%	-20%	35%	-9	-4%	4%	0%	-13%	-1%
CC(C)C12CN3CC(C(C)C)(CN(C1)C3c1ccccc1O)C2=O (configuration not stated)	6%	-19	1%	-1%	9%	5	-1%	4%	-3%	4%	5%
COCC(=O)Nc1ccc(S(=O)(=O)Nc2ncccn2)cc1	5%	-2	1%	-2%	u	x	x	1%	17%	-5%	1%
Cc1ccc(NC(=O)COC(=O)C2CC3CCCC(C2)C3=O)c([N+](=O)[O-])c1 (configuration not stated)	x	-5	-1%	-1%	-5%	5	-1%	x	-19%	x	x
CCOC(=O)c1c(C)[nH]c(C(=O)OCC(=O)c2ccc3c(c2)NC(=O)CO3)c1C	x	2	-2%	2%	3%	-3	x	x	3%	x	x
COCCNC(=S)N=Nc1c(O)[nH]c2ccc([N+](=O)[O-])cc12	-7%	1	2%	-4%	u	0	-1%	x	6%	3%	x
CCc1ccc(CNC(=O)C2CCCN(c3nnc(C)c4c(C)n(-c5ccccc5)nc34)C2)cc1 (configuration not stated)	x	-1	-5%	2%	u	-9	1%	x	-5%	-1%	0%
COc1cccc(C(=O)NCCCNC(=O)c2cccnc2)c1	-1%	18	-4%	1%	-27%	-5	6%	u	1%	-1%	2%
NS(=O)(=O)c1ccc(CCNC(=O)c2ccccc2F)cc1	1%	7	2%	0%	1%	7	2%	5%	13%	-4%	4%
CC1(C2CC2)NC(=O)N(CC(=O)N2CCN(S(=O)(=O)c3ccc(F)c(F)c3)CC2)C1=O (configuration not stated)	x	-5	-2%	-1%	-1%	-2	1%	x	0%	x	x
COc1ccc(N)cc1C#N	-1%	22	-4%	u	23%	0	5%	4%	-5%	-12%	0%
CCOc1cc(N2CCOCC2)c(OCC)cc1NC(=O)C1=COCCO1	x	-16	-3%	4%	u	-3	4%	x	2%	x	x
Cc1ccc(NC(=O)C2=C(O)CCn3c2nc2ccccc23)cc1	10%	-14	u	-1%	u	-3	-9%	0%	10%	-13%	0%
CC(C)Cc1cc(C(=O)NCCCN2CCOCC2)no1	-2%	-11	3%	4%	u	0	6%	x	-1%	-17%	0%
COc1ccccc1N1CCN(CC(=O)c2c(C)[nH]c3cc(C)ccc23)CC1	-2%	0	0%	1%	-1%	30	-3%	-15%	2%	3%	5%
CC(=O)c1ccc2c(c1)C1C=CCC1C(c1cc3c(cc1Br)OCO3)N2 (configuration not stated)	x	-17	13µM*	-1%	u	8	-13%	x	12%	x	x
CC(C)CCSc1nnc(N)s1	-1%	-7	3%	-9%	u	64	3%	x	-18%	-10%	-3%
O/N=C/Cc1[nH]c2ccccc2c1-c1ccccc1	x	21	-9%	2%	1%	-4	-5%	u	-11%	-3%	2%
COc1cccc(-c2cc(C(=O)NCC3CCCO3)c3cc(Br)cc(C)c3n2)c1 (configuration not stated)	-2%	-12	2%	2%	-1%	u	-23%	16%	21%	36%[activator]	-3%
O=c1c2c([nH]c3ccc(Br)cc13)CCCC2	-1%	-10	u	0%	3%	-5	-1%	3%	-6%	4%	-3%
Cc1[nH]n(-c2ccccc2)c(=O)c1C(=O)c1cccc(F)c1	1%	1	-1%	4%	8%	x	-7%	11%	-11%	-11%	5%
Cc1ccc(C2(C)NC(=O)N(CC(=O)NNC(=O)c3ccoc3C)C2=O)cc1 (configuration not stated)	x	13	2%	-1%	3%	-6	0%	x	3%	x	x
Cc1cccc(N2CC(c3nc4ccccc4[nH]3)CC2=O)c1 (configuration not stated)	5%	1	1%	1%	-1%	3	1%	-6%	2%	-5%	7%
COc1ccccc1CNC(=O)CSc1n[nH]c(N)n1	1%	15	2%	1%	u	-11	0%	-16%	-13%	-9%	0%
Nc1ccc2c(c1)Oc1ccccc1C=C2	-7%	11	-7%	2%	u	6	7%	u	-2%	x	1%
CCOc1cccc2cc(C(=O)N3CCc4ccccc43)c(=O)oc12	-20%	5	2%	1%	-18%	-4	1%	-14%	4%	9%	-1%
CN(C(=O)c1ccno1)c1nnc(-c2ccccn2)s1	-2%	0	4%	0%	5%	-2	2%	-11%	-3%	-7%	5%
CC(=O)N[C@@H](Cc1c[nH]c2ccccc12)C(=O)OCC(=O)Nc1ccc(Cl)c(S(=O)(=O)N(C)C)c1	-2%	11	1%	2%	u	38	-7%	u	-5%	-1%	-1%

Source: PubChem BioAssay (National Center for Advancing Translational Sciences (NCATS))
